# esBAF inh: Bmi1 luciferase reporter increase in mESCs, primary screen, esBAF inhibitor project, mouse ES cells, Bmi1 luciferase knock-in, single point | hit rate 2% among 350,000 | AID 602393, 2012 | 24 h; 100% = twice the neutral-well signal | reporter increase, % at 12.5 µM; in the data active means activation above about 40%;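 further: 0% = median of the plate's neutral control wells and 100% = double that signal; a rise in the Bmi1 reporter signal indicates esBAF inhibition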
# FN deposition inh: inhibitors of fibronectin matrix deposition, primary screen, AH1F cells, Alexa488-fibronectin fluorescence, plate reader; AH1F fibroblasts, overnight; hit rate 0.086% among 350,000; inhibition, % at 12.6 µM; AID 743247, 2014;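 active means mean inhibition across replicates of 30% or more, regardless of how many single replicates reach that level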;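 further: positive control wells lacked labelled fibronectin entirely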
#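 Material – AH1F fibroblast monolayer, labelled fibronectin deposition · Reagent – labelled fibronectin 24 nM · Timing – 1 h adhesion, overnight exposure · Measured by – fluorescence at 485 nm excitation, 525 nm emission · Read-out – inhibition of fibronectin deposition signal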
# S100A4 MyoIIA: inhibitors of S100A4-myosin IIA peptide binding, primary screen, biochemical, fluorescence polarization, TAMRA-MyoIIA peptide | AID 652163, 2013 | Protein S100-A4 (Homo sapiens), P26447 | hit rate 0.14% among 360,000 | inhibition, % at 10.7 µM;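 active means mean inhibition of at least 70% across replicates, with every replicate also reaching that level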
# Target sequence (P26447 whole entry, looked up): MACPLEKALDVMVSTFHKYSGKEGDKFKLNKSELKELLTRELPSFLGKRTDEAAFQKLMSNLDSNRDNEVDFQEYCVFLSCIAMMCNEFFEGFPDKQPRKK
#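 Material: S100A4 monomer protein / Buffer or medium: 50 mM HEPES pH 7.2, 10 mM CaCl2, 100 mM KCl / Times: 5 min incubation before reading / Benchmarks: neutral control DMSO, positive control TFP / Reagent: labelled myosin peptide probe, 5 nM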
# Casp6 inh: human caspase-6 inhibitors, primary screen, biochemical, VEID-R110 fluorescence, single point, set 2; P55212; purified caspase-6, Z-VEID-R110 cleavage fluorescence; inhibition, % at 12.5 µM; hit rate 0.53% among 350,000; AID 686996, 2013;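 active means mean inhibition across replicates at least about 35%, with every replicate also reaching that limit, limit read from the data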;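 further: 0% = median of neutral control wells and 100% = no fluorescence left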
# Target sequence (P55212 24-179 limits assumed): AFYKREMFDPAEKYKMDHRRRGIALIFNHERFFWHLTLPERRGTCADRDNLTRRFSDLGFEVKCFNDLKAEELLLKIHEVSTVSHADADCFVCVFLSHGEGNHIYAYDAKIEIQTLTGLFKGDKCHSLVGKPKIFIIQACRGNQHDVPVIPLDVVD
# Target sequence (P55212 194-293 limits assumed): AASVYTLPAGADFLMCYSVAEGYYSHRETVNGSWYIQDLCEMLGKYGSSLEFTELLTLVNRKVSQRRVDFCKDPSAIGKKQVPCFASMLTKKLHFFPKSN
# Statin myotox sup: suppressors of statin myotoxicity in C2C12 myotubes, primary screen, cell-based, single point, plate reader | C2C12 myotubes + simvastatin, ATP luminescence, 48 h; scaled: DMSO 0, geranylgeraniol control 100 | rescue of ATP level, % at 7.49 µM | hit rate 0.78% among 330,000;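 active means mean ATP rescue above about 67%, or every replicate alone reaching that limit, limit read from the data, passing the limit was not always enough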;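 further: myotubes were challenged with 10 µM simvastatin during compound exposure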
# LGR2 antag: inhibitors of bursicon-induced LGR2 CRE-luciferase signal, primary screen, cell-based, HEK293, CRE-luciferase reporter, bursicon stimulation. hit rate 0.35% among 380,000. inhibition, % at 9.99 µM. bursicon-stimulated, 4 h;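 active means drop in luminescence signal, shown as inhibition above about 50% in the replicate tests, limit read from the data, passing the limit was not always enough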;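 further: agonist challenge used bursicon conditioned medium at about half maximal strength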
# SIRT5 inh: SIRT5 desuccinylase inhibitors, primary screen, biochemical, fluorescence imaging, single point, set 5; Purified SirT5, succinyl-peptide AMC, trypsin-coupled fluorescence; inhibition, % at 15 µM; hit rate 1.1% among 330,000; in the data active means inhibition above about 15%
# Target sequence (Q9NXA8 whole entry, looked up): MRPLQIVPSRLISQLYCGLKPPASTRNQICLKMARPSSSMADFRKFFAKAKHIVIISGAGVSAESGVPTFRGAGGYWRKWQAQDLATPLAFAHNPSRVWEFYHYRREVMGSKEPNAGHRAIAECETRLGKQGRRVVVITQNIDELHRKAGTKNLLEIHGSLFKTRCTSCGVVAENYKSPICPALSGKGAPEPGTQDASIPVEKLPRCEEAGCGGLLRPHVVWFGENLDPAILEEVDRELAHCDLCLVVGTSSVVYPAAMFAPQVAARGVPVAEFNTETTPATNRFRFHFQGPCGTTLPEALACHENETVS
# * hit, by the source's call; / = no result given.
# Letters: A = esBAF inh; B = FN deposition inh; C = S100A4 MyoIIA; D = Casp6 inh; E = Statin myotox sup; F = LGR2 antag; G = SIRT5 inh
O=C(CN1C(=O)NC2(CCCC2)C1=O)OCCOc1ccc(F)cc1
  A = 3; B = -5; C = -4; D = -1; E = 9; F = 8; G = -5
COC(=O)c1cc2occc2n1Cc1nc(-c2cccc(Cl)c2)oc1C
  A = -14; B = -5; C = 12; D = 1; E = 9; F = 5; G = /
CCC(=O)NC[C@@H]1[C@@H](c2ccccc2)[C@@H](CO)N1C(=O)C1CC1
  A = -5; B = -7; C = 2; D = 1; E = -8; F = 8; G = 13
C[C@@H]1CN([C@H](C)CO)C(=O)c2cccc(NC(=O)Nc3ccc(C(F)(F)F)cc3)c2O[C@@H]1CN(C)C
  A = 3; B = /; C = 18; D = -1; E = 2; F = 0; G = -3
COc1ccc(C(=O)NCCn2cc(SCC(=O)NCC3CCCO3)c3ccccc32)cc1 (configuration not stated)
  A = /; B = 2; C = -12; D = -2; E = /; F = -15; G = -2
O=C(CN1C(=O)NC2(CCCCC2)C1=O)Nc1ccc2[nH]c(=O)[nH]c2c1
  A = 1; B = 12; C = -3; D = 2; E = 4; F = -5; G = -1
CN(C(=O)CSC1=Nc2ccccc2C2=NC(c3ccccc3)C(=O)N12)C1CCCCC1 (configuration not stated)
  A = 14; B = 17; C = /; D = /; E = -4; F = /; G = /
COc1ccc(S(=O)(=O)N2CCC(C(=O)N[C@H](C(=O)NCc3ccncc3)C(C)C)CC2)cc1
  A = 5; B = 5; C = 7; D = -2; E = -4; F = 14; G = -2
CCCNC(=O)C[C@@H]1CC[C@H]2[C@@H](COc3ccc(NC(=O)C4CCCC4)cc3C(=O)N2C)O1
  A = -5; B = 3; C = /; D = /; E = -5; F = 0; G = /
O=C(CCCc1c[nH]c2ccccc12)N1CCN(c2ccc(N3CCOCC3)nn2)CC1
  A = -2; B = 2; C = 0; D = 4; E = -5; F = 3; G = /
COc1ccc(/C=C/C(=O)NCc2ccc(F)cc2)cc1S(=O)(=O)N1CCOCC1
  A = -1; B = -17; C = 2; D = 6; E = 28; F = -1; G = -3
COC(=O)c1ccc(-c2cc(CC3(C(=O)OC)CCN(C(=O)OC(C)(C)C)CC3)on2)cc1
  A = 0; B = 2; C = -1; D = -3; E = 7; F = -18; G = /
Cc1[nH]c2ccccc2c1C(=O)C(=O)N1CCN(c2ccccc2F)CC1
  A = 0; B = 7; C = 1; D = 2; E = -14; F = 9; G = 1
CCOC(=O)C1CCCCN1Cc1cccc(OC)c1OC (configuration not stated)
  A = 0; B = 8; C = 4; D = -1; E = -7; F = 11; G = /
Cc1cc(NC(=O)c2ccccc2)n(-c2ccccc2)n1
  A = /; B = -8; C = -2; D = 0; E = /; F = /; G = -5
C[C@@H]1CN([C@H](C)CO)C(=O)c2cc(NS(C)(=O)=O)ccc2O[C@@H](C)CCCCO[C@@H]1CN(C)C(=O)Cc1ccccc1
  A = 4; B = 1; C = /; D = /; E = 9; F = 12; G = /
CCOC(=O)CCCNC(=O)COC(=O)[C@@H]1CCCN1S(=O)(=O)c1ccc(Cl)cc1
  A = -1; B = -3; C = /; D = /; E = -2; F = 5; G = /
Cc1ccc(S(=O)(=O)NCC2(c3ccccc3)CCOCC2)cc1
  A = /; B = 14; C = -3; D = 4; E = /; F = 6; G = -3
C[C@@H]1CN([C@@H](C)CO)C(=O)c2cc(NC(=O)Nc3ccccc3)ccc2O[C@@H]1CN(C)C(=O)NC1CCCCC1
  A = -4; B = /; C = -13; D = 2; E = -20; F = 3; G = -7
Fc1ccc(NCc2cccnc2)cc1F
  A = /; B = /; C = -9; D = -5; E = /; F = 24; G = -4
COc1ccccc1/C=C/CN1CCCCC1
  A = -1; B = 1; C = 11; D = -4; E = -3; F = 9; G = -2
Nc1c(C(=O)CSc2nc(-c3ccccc3)cs2)c(=O)[nH]c(=O)n1C1CC1
  A = -7; B = -4; C = -5; D = -2; E = 7; F = 3; G = 2
C[C@@H]1CN([C@@H](C)CO)C(=O)c2cc(NC(=O)C3CCCCC3)ccc2O[C@H]1CN(C)S(=O)(=O)c1ccc(F)cc1
  A = -2; B = 4; C = 12; D = -2; E = 7; F = -2; G = 1
CCc1c(C(C)=O)oc2ccc3c(C)cc(=O)oc3c12
  A = 2; B = -11; C = -2; D = -1; E = 7; F = 5; G = 0
CCC(=O)Nc1ccc2c(c1)nc1n2CCN(C2CCCCC2)C1
  A = /; B = /; C = -14; D = -1; E = /; F = 0; G = 12
Cn1cnc([N+](=O)[O-])c1Sc1ncn[nH]1
  A = -3; B = -4; C = 0; D = 1; E = -11; F = -3; G = 1
Cc1cccc(COc2ccc(/C=N/NC(=O)c3nnn(-c4nonc4N)c3C)cc2)c1
  A = 0; B = -3; C = -2; D = 4; E = -8; F = -34; G = 0
CCOc1ccc(S(=O)(=O)NCCC(=O)N2CCN(c3ncccn3)CC2)cc1
  A = 1; B = 6; C = -3; D = 1; E = -1; F = -6; G = -5
CC(=O)NC(CCC(=O)O)C(=O)O (configuration not stated)
  A = 12; B = -2; C = -3; D = -1; E = 12; F = -10; G = -1
O=C(N[C@@H]1CC[C@@H](CCn2cc(-c3ccccn3)nn2)O[C@@H]1CO)c1ccc(F)cc1
  A = 12; B = /; C = -1; D = 5; E = -3; F = -23; G = -3

# Pulled one by one from above, 5 records:
# Letters: A = esBAF inh; B = FN deposition inh; C = S100A4 MyoIIA; D = Casp6 inh; E = Statin myotox sup; F = LGR2 antag; G = SIRT5 inh
CCC(=O)Nc1ccc2c(c1)nc1n2CCN(C2CCCCC2)C1
  A = /; B = /; C = -14; D = -1; E = /; F = 0; G = 12
CC(=O)NC(CCC(=O)O)C(=O)O (configuration not stated)
  A = 12; B = -2; C = -3; D = -1; E = 12; F = -10; G = -1
Cc1cccc(COc2ccc(/C=N/NC(=O)c3nnn(-c4nonc4N)c3C)cc2)c1
  A = 0; B = -3; C = -2; D = 4; E = -8; F = -34; G = 0
C[C@@H]1CN([C@@H](C)CO)C(=O)c2cc(NC(=O)C3CCCCC3)ccc2O[C@H]1CN(C)S(=O)(=O)c1ccc(F)cc1
  A = -2; B = 4; C = 12; D = -2; E = 7; F = -2; G = 1
O=C(N[C@@H]1CC[C@@H](CCn2cc(-c3ccccn3)nn2)O[C@@H]1CO)c1ccc(F)cc1
  A = 12; B = /; C = -1; D = 5; E = -3; F = -23; G = -3

# Continued.
# Letters: A = esBAF inh; B = FN deposition inh; C = S100A4 MyoIIA; D = Casp6 inh; E = Statin myotox sup; F = LGR2 antag; G = SIRT5 inh
COc1ccc(/C=C/c2nnc(NC(=O)C(C)(C)C)s2)cc1
  A = /; B = 5; C = -4; D = 1; E = /; F = -40; G = -1
O=C(Nc1ccccc1F)c1ccn[nH]1
  A = /; B = -1; C = -6; D = 1; E = /; F = -26; G = -10
CSc1ccc(S(=O)(=O)N(CC(=O)NCc2ccccn2)c2ccc(C)cc2)cc1
  A = 1; B = 1; C = -3; D = -1; E = 4; F = 8; G = 1
CCCc1nnc(NC(=O)CSc2nnc(-c3ccco3)n2C)s1
  A = -1; B = 4; C = 4; D = /; E = 2; F = -14; G = -3
C[C@@H]1CN([C@@H](C)CO)C(=O)c2cccc(NS(=O)(=O)c3cccs3)c2O[C@@H]1CN(C)S(=O)(=O)c1cn(C)cn1
  A = -4; B = /; C = -12; D = 0; E = -3; F = 23; G = 7
CN(C(=O)c1cccc(NC(=O)Cc2ccc(NC(=O)C3CCN(S(=O)(=O)c4cccc([N+](=O)[O-])c4)CC3)cc2)c1)C1CC1
  A = -4; B = -8; C = 2; D = 0; E = -4; F = 8; G = -2
CC(=O)NC(c1ccccc1)c1nc(-c2ccc(F)c(Cl)c2)cs1 (configuration not stated)
  A = 3; B = -6; C = -1; D = 5; E = -3; F = -8; G = 1
COc1ccc(C(CCN2CCCC(C)C2)c2c(OC)cc(OC)c3c(C)cc(=O)oc23)cc1 (configuration not stated)
  A = -2; B = -8; C = /; D = /; E = -3; F = -14; G = /
Cc1cccc(Nc2nc(NCc3ccco3)nc(N)c2[N+](=O)[O-])c1
  A = -5; B = 8; C = -1; D = 4; E = 4; F = -10; G = -1
COC(=O)c1ccccc1S(=O)(=O)N(CCCN1CCOCC1)Cc1cccs1
  A = 2; B = 0; C = /; D = /; E = -4; F = /; G = /
CCNC(=O)N(C)[C@H]1C[C@H]2c3[nH]c4c(-c5ccccc5)cccc4c3CCN2C(=O)[C@H]1[C@H](C)O
  A = /; B = -1; C = 1; D = 3; E = /; F = 5; G = 6
COC(=O)c1cccc(OCC(O)Cn2cnc3cc(C)c(C)cc32)c1 (configuration not stated)
  A = -1; B = 4; C = /; D = /; E = 2; F = /; G = /
COCCOC(=O)c1c(C)oc2ccc(NS(=O)(=O)c3ccc(F)cc3)cc12
  A = 5; B = 1; C = -5; D = 0; E = -1; F = -2; G = 5
Cc1ccccc1-n1c([C@@H]2C[C@H]2c2ccccc2)n[nH]c1=S
  A = /; B = -6; C = -1; D = -1; E = /; F = 2; G = -3
Cc1ccc(C(=O)N(C)CC(=O)Nc2ccc(F)c(F)c2F)o1
  A = -2; B = -12; C = -1; D = 1; E = 9; F = 14; G = 3
C[C@H](CO)N1C[C@H](C)[C@H](CN(C)Cc2ccc(Cl)c(Cl)c2)Oc2ccc(NS(=O)(=O)c3ccccc3)cc2CC1=O
  A = -3; B = /; C = -15; D = 0; E = 18; F = /; G = 10
COc1ccc(NC(=O)N(C)C[C@@H]2Oc3ncc(-c4cc5ccccc5o4)cc3C(=O)N([C@H](C)CO)C[C@@H]2C)cc1
  A = 3; B = -9; C = 11; D = 3; E = -3; F = 15; G = 4
CO[C@H]1CN(C)C(=O)c2cc(NS(C)(=O)=O)ccc2OC[C@@H](C)N(Cc2ccccc2)C[C@@H]1C
  A = 5; B = 6; C = 6; D = 2; E = 0; F = -6; G = -5
CCS(=O)(=O)Nc1ccc2c(c1)C(=O)N(C)C[C@H](OC)[C@@H](C)CN[C@@H](C)CO2
  A = 3; B = -15; C = 6; D = -3; E = 14; F = 4; G = -5
COC(=O)c1ccc(NC(=O)c2ccc[n+]([O-])c2)cc1
  A = -2; B = 3; C = -3; D = 2; E = -2; F = 4; G = -2
COC(=O)c1ccccc1NC(=O)CCn1c(=O)oc2ccccc21
  A = /; B = 3; C = -17; D = 1; E = /; F = -5; G = -5
COC(=O)c1ccc(C2c3[nH]c4ccccc4c3C[C@H]3C(=O)N(C4CC4)CC(=O)N23)cc1 (some centres not stated)
  A = /; B = 12; C = 0; D = 2; E = /; F = -10; G = -7
COc1cccc(/C=N/NC(=O)c2cccc3ccccc23)c1OC
  A = 0; B = 3; C = 0; D = 3; E = 0; F = -35; G = -1
O=C([C@H]1[C@H](CO)[C@H]2Cn3c(ccc(-c4cccnc4)c3=O)[C@H]2N1CC1CC1)N1CCCCC1
  A = -8; B = /; C = 12; D = -4; E = -17; F = -6; G = 2
COC(=O)c1ccc(/C=C/c2c(-c3ccc(OC)cc3)sc3ccccc23)cc1
  A = 0; B = -1; C = 2; D = -1; E = 5; F = -46; G = /
O=C(CSc1nnc(CNC(=O)c2cccs2)o1)Nc1ccccc1C(F)(F)F
  A = -3; B = 2; C = -9; D = -4; E = 14; F = -14; G = 1
Cc1ncsc1CCOC(=O)c1ccc(Cl)cc1
  A = -4; B = 4; C = 0; D = 2; E = -3; F = -63; G = 0
Cc1ccc(S(=O)(=O)N[C@@H]2CC[C@H](CCn3cc(C4CCCCC4)nn3)O[C@H]2CO)cc1
  A = 7; B = -2; C = -6; D = 2; E = 14; F = -9; G = 11
O=C(/C=C/c1cccc([N+](=O)[O-])c1)c1ccc2c(c1)OCCO2
  A = /; B = 0; C = 8; D = 1; E = /; F = -27; G = -5
CCCCN1C(=S)NC[C@@H]1c1ccccc1
  A = 5; B = -9; C = -2; D = -4; E = -21; F = 10; G = /
C[C@@H]1CN([C@@H](C)CO)C(=O)c2cc(C#Cc3ccc(F)cc3)cnc2O[C@@H]1CN(C)CC1CCOCC1
  A = -1; B = 1; C = -10; D = -1; E = -3; F = 1; G = 0

# Only part of the results is shown. The share of hits here may be higher or lower than overall.
